Source: PubChem
ERp5 inh – ERp5 (human) disulfide isomerase inhibition; Q15084; ERp5 insulin aggregation, absorbance 650 nm, 90 min; inhibition, % at 9.99 µM; 0.05% of 350,000 active;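 active means mean replicate inhibition above about 25%, with every replicate also reaching it, limit read from the data, passing the limit was not always enough; inconclusive means only one of those two criteria met; inactive means neither criterion met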
Target sequence (Q15084 whole entry, looked up): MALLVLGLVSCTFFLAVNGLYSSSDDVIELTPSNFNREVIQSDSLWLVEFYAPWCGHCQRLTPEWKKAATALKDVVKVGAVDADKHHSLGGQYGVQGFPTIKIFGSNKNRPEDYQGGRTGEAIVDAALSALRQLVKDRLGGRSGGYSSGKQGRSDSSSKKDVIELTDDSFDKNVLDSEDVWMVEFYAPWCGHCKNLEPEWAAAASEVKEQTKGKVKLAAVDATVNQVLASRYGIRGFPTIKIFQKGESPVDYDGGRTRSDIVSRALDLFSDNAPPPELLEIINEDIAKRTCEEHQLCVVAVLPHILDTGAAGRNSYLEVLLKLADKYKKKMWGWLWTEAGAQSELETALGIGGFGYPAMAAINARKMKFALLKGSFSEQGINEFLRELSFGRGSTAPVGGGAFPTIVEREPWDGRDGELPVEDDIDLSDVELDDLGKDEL
SIRT5 inh – blocks human SIRT5 desuccinylation of peptide. Purified SirT5, succinyl-peptide AMC, trypsin-coupled fluorescence. Q9NXA8. 1.1% of 330,000 active. AID 652115. inhibition, % at 15 µM; in the data active means inhibition above about 15%; inconclusive means no clear call, values can overlap the other calls
Target sequence (Q9NXA8 whole entry, looked up): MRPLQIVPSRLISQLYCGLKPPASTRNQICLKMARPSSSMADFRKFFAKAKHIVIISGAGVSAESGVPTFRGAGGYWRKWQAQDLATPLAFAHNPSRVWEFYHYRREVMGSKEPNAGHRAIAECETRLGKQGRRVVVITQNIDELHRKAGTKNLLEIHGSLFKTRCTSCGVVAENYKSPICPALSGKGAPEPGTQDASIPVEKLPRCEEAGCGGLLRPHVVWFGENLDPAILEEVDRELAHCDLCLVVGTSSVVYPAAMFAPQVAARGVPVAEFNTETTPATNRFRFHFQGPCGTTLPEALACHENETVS
* hit, by the source's call; ? = inconclusive. This is a subset, so the mix of outcomes need not match the whole.

Structure | ERp5 inh | SIRT5 inh
O=C(Cc1ccccn1)N1CC2(C1)[C@H](c1ccccc1)[C@@H](CO)N2C(=O)c1cccnc1 | 2 | -3
O=C(Nc1ccccc1Cl)C1CC(=O)n2c(nc3ccccc32)N1 (stereo not drawn) | -2 | -1
Cc1ccc(C(=O)NC2CCCCNC2=O)cc1C (stereo not drawn) | -1 | -6
Cc1cc2c(cc1C)-c1nnnn1C(N1CCC(Cc3ccccc3)CC1)C(=O)N2 (stereo not drawn) | -4 | 6
COc1cc(/C=N/Nc2ccc(C(=O)O)cc2)ccc1O | 1 | 5
S=c1[nH]nc(C2CCCCC2)n1/N=C/c1ccncc1 | 4 | -3
Cc1ccc(-n2c(SCC(=O)Nc3cccc(C)c3)nc3c(oc4ccccc43)c2=O)cc1 | -6 | 0
O=C(NCc1ccccn1)[C@@H]1CCCN1C(=O)[C@@H]1CCCN1C(=O)c1cccc(Cl)c1 | -4 | 1
COC(=O)C1=C(C)N(Cc2ccc(F)cc2)C(=S)NC1c1cccc(OC)c1 (stereo not drawn) | -2 | -1
COC(=O)C1=CN(c2ccc(C(C)(C)C)cc2)C(N)=C(C#N)C1c1cccc2ccccc12 (stereo not drawn) | -5 | -3

The list goes on:
Structure | ERp5 inh | SIRT5 inh
NC(=O)c1cc(-c2ccccc2)sc1NC(=O)CN1CCCCC1 | -2 | -1
CCCCNC(=O)C(NC(=O)Cc1cc(OC)cc(OC)c1)C(=O)c1ccccc1 (stereo not drawn) | -4 | -2
COc1cccc(NC(=O)N2CC(=O)N3[C@H](CO)[C@H](c4ccc(C#CC5CCCC5)cc4)[C@H]3C2)c1 | 0 | -1
CCS(=O)(=O)N1CC2(CN(Cc3ccccc3F)[C@@H](CO)c3c2c2ccc(OC)cc2n3C)C1 | -2 | 6
CCCc1nc2ccccc2n1C(C)C(=O)NC(C)(C)C (stereo not drawn) | 1 | -1
COc1cc2[nH]c(C(=O)Nc3ccc(F)cc3)cc2c(OC)c1OC | 3 | 1
CCC(=O)N1CC2(C1)[C@@H](c1ccc(-c3ccccc3C)cc1)[C@@H](CO)N2C(=O)CC | 2 | -2
O=C(NCC1CCCCC1)[C@H]1[C@H](CO)[C@H]2Cn3c(ccc(-c4cccnc4)c3=O)[C@@H]1N2 | 0 | -39
COc1ccc2c3c([nH]c2c1)[C@H](CO)N(C(=O)CN1CCOCC1)CC31CCN(Cc2ccccc2)CC1 | 0 | 0
C[C@@H]1CCCCO[C@@H](CN(C)C(=O)Nc2ccccc2)[C@@H](C)CN([C@@H](C)CO)C(=O)c2cc(NC(=O)Nc3ccc(C(F)(F)F)cc3)ccc2O1 | 9 | -2

Further results:
Structure | ERp5 inh | SIRT5 inh
COc1ccc2c3c([nH]c2c1)[C@@H](CO)N(C(=O)NC(C)C)CC31CCN(C(=O)C2CCCC2)CC1 | 2 | 1
O=c1c(-c2cc3ccccc3[nH]2)nc2ccccc2n1C(CCc1ccccc1)c1nc2ccccc2[nH]1 (stereo not drawn) | -2 | 0
CCCN1C[C@@H](C)[C@@H](OC)CN(C)C(=O)c2cc(NC(=O)NC3CCCC3)ccc2OC[C@@H]1C | -5 | -1
N#Cc1ccccc1S(=O)(=O)N1CCN(CC(=O)NC(=O)NC2CCCCC2)CC1 | 5 | -5
OC(c1ccccc1)(c1ccccc1)C1CCN(CCCOc2ccc(-c3ccc(F)cc3F)cc2)CC1 | 2 | -3
C/C=C/c1ccc([C@H]2[C@H](CO)N(C(C)=O)C23CN(S(C)(=O)=O)C3)cc1 | -3 | 4
O=C(Nc1ccccc1F)N1CC(=O)N2[C@H](CO)[C@H](c3ccc(C#Cc4ccc(F)cc4)cc3)[C@@H]2C1 | -2 | 4
N#C[C@H]1[C@@H](c2ccccc2C2=CCCC2)[C@@H](CO)N1C(=O)C1CCC1 | 1 | -4
C/C=C/c1ccc([C@H]2[C@@H](CO)N(CC3CCCC3)[C@@H]2CNC(=O)NC(C)C)cc1 | 3 | 6
O=C(Nc1ccc(-c2ccccc2)cc1)[C@H]1[C@H](CO)[C@H]2Cn3c(cccc3=O)[C@H]2N1CC1CCCC1 | 9 | 6

Carrying on:
Structure | ERp5 inh | SIRT5 inh
OC[C@@H]1[C@H](c2ccccc2)C2(CN(CC3CC3)C2)N1Cc1nccs1 | 4 | -2
CCCC(=O)N1CCC2(CC1)CN(C(=O)c1ccc(F)cc1)[C@H](CO)c1[nH]c3cc(OC)ccc3c12 | 2 | 1
COC(=O)C[C@H]1C=C[C@H](NC(=O)c2ccc(F)cc2)[C@@H](CO)O1 | -4 | -6
C(=N\Nc1nc2ccccc2s1)/c1ccccn1 | 3 | -5
O=C(NCc1ccncc1)[C@@H]1CCCN1C(=O)[C@@H]1CCCN1C(=O)c1cccs1 | -4 | -1
COC(=O)c1cc(NC(=O)COC(=O)CCc2c[nH]c3ccccc23)cc(C(=O)OC)c1 | -5 | 0
O=C1c2c(-c3ccc(Br)cc3)noc2CCN1Cc1cn(Cc2ccccc2)nn1 | 11 | -1
C[C@H]1CN([C@@H](C)CO)C(=O)c2ccccc2-c2ccccc2CO[C@H]1CN(C)Cc1ccc(-c2ccccc2)cc1 | 6 | 12
O=C(Cc1ccccc1)N1CC2(C1)[C@@H](c1ccccc1)[C@@H](CO)N2S(=O)(=O)Cc1ccccc1 | 8 | -1
Nc1cc([N+](=O)[O-])ccc1N1C(=O)CCCC1=O | 4 | -1

Other entries
Structure | ERp5 inh | SIRT5 inh
C[C@@H]1CN([C@@H](C)CO)C(=O)c2c(c3ccccc3n2C)-c2ccccc2CO[C@H]1CN(C)Cc1ccc2c(c1)OCO2 | 1 | 15
COC(=O)C1=C(C)N(Cc2ccc(C(F)(F)F)cc2)C(=NCc2ccccc2C(F)(F)F)NC1c1ccccc1C(F)(F)F (stereo not drawn) | 0 | -7
CC(C)CNC(=O)C(=O)Nc1ccc(N(C)C)cc1 | 1 | -19
CS(=O)(=O)Nc1ccc2c(c1)[C@H]1C[C@H](CC(=O)O)O[C@@H](CO)[C@H]1O2 | -6 | -4
CC(C)[C@@H]1Cc2[nH]c(=O)[nH]c(=O)c2[C@H](c2ccc(F)cc2)O1 | 15 | 2
COc1ccc(CCN2C(=O)c3ccccc3C2c2nnnn2-c2c(C)cccc2C)cc1OC (stereo not drawn) | -1 | -6
Cc1noc(C)c1NC(=O)N(C)C[C@@H]1Oc2ccc(NC(=O)CCCN(C)C)cc2C(=O)N([C@H](C)CO)C[C@H]1C | 9 | -2
CCN(CC)CCN(C(=O)c1ccc(N2C(=O)CCC2=O)cc1)c1nc2cc3c(cc2s1)OCO3 | -1 | -1
COCC(=O)N1[C@H](C#N)[C@@H](c2ccccc2-c2ccccc2F)[C@H]1CO | 0 | -2
Cc1cccc(C)c1NC(=O)C(CCc1ccccc1)N1CCN(CCN(C)C)CC1 (stereo not drawn) | 5 | -2

Carrying on.
Structure | ERp5 inh | SIRT5 inh
Cc1cccc(-c2ccc(C3[C@H]4CNC[C@@H]3N4C(=O)Nc3ccc(F)cc3)cc2)c1 (stereo partly drawn) | 3 | 6
COc1ccc(C#Cc2ccc([C@H]3[C@@H](CO)N4C(=O)CN(C(=O)c5ccncc5)C[C@@H]34)cc2)cc1 | 17 | -1
CCCCCCCCN1C(=O)[C@H](CC(=O)NCc2cccc3ccccc23)C[C@@]2(C(=O)OC)CC(C)(C)CC=C12 | -4 | -2
COC(=O)C1=C(C)N(Cc2ccc(Cl)cc2)C(=S)NC1c1cccc(Br)c1 (stereo not drawn) | 6 | -1
COC(=O)c1ccc2nc(-c3ccc(Cl)cc3)c(Cc3cccc(Cl)c3)n2c1 | 3 | 1
COC1=CC(=O)OC(c2ccccc2C(F)(F)F)C1 (stereo not drawn) | -3 | -1
CCOC(=O)[C@]12CCCC=C1N(CCC1=CCCCC1)C(=O)[C@H](CC(=O)NCCCCc1ccccc1)C2 | -3 | -1
COc1ccc2c3c(n(C)c2c1)[C@@H](CO)N(C(=O)C1CCOCC1)CC31CCN(C(=O)C2CCOCC2)CC1 | -9 | 3
CN(C)CCN1CCN(C2CN(Cc3cn(Cc4ccc(C(F)(F)F)cc4)nn3)S(=O)(=O)C2)CC1 (stereo not drawn) | -7 | -2
CC1(C(=O)NCc2ccccc2)CSCC(=O)N1Cc1cccc(C(F)(F)F)c1 (stereo not drawn) | 2 | 0

Next section.
Structure | ERp5 inh | SIRT5 inh
COc1ccc(NC(=O)N2CCC(Cc3ccccc3)CC2)cc1 | 0 | -1
CCCc1c(-c2cccc(Cl)c2)ncn1Cc1cccc(-c2ccccc2)c1 | 2 | 0
CN1c2ccc(C3=CCCCC3)cc2[C@@H]2[C@@H](CCN2C(=O)C2CC2)[C@@H]1CO | 9 | 1
Cc1cccc(CN2CCN(C3CN(Cc4cn(Cc5ccc(Cl)cc5)nn4)S(=O)(=O)C3)CC2)c1 (stereo not drawn) | -5 | -6
CCC(=O)N1CC(=O)N2[C@H](C1)[C@@H](c1ccc(-c3cccnc3)cc1)[C@@H]2CO | 1 | -1
CN1CCN(C(=O)CN(c2ccccc2)S(=O)(=O)N(C)C)CC1 | ? | 7
O=S1(=O)N[C@H](Cc2ccccc2)COc2cccc(N3CCSCC3)c21 | -7 | -4
COC(=O)C1=C(C)N(Cc2ccccc2C(F)(F)F)C(=NCc2ccc3c(c2)OCO3)NC1c1ccc(F)cc1 (stereo not drawn) | 1 | 0
CCS(=O)(=O)NC[C@@H]1[C@@H](c2ccccc2)[C@@H](CO)N1CC1CC1 | -3 | 1
CC(C)c1cn(CC[C@@H]2CC[C@@H](NC(=O)C3CCOCC3)[C@H](CO)O2)nn1 | 0 | -3

Further results follow.
Structure | ERp5 inh | SIRT5 inh
CCCc1c(-c2cccc(Br)c2)ncn1Cc1cccc(-c2ccccc2)c1 | -5 | -3
O=C(c1ccccn1)N1CC2(C1)[C@H](c1ccccc1)[C@@H](CO)N2C(=O)C1CCCC1 | 6 | -2
CCC(=O)N1CC(=O)N2[C@H](C1)[C@@H](c1ccc(C#CCc3ccccc3)cc1)[C@@H]2CO | 8 | 2
Cc1noc(C)c1S(=O)(=O)Nc1ccc2c(c1)CC(=O)N([C@H](C)CO)C[C@H](C)[C@@H](CN(C)Cc1ccc(C(=O)Nc3ccccc3N)cc1)O2 | 5 | 9
CC(=O)c1c(N2CCN(CCO)CC2)nc(=S)n(-c2ccccc2)c1C | 2 | 2
O=S(=O)(Nc1ccc(Cl)cn1)c1cccc(S(=O)(=O)c2ccccc2)c1 | 8 | 0
O=C(c1cccc(F)c1)N1CC2(C1)[C@H](c1ccccc1)[C@H](CO)N2C(=O)C1CC1 | 2 | 1
O=C(NC(CC1=CCCCC1)c1ccccc1)C(F)(F)F (stereo not drawn) | 0 | -2
N#C[C@@H]1[C@H](c2ccccc2-c2cccc(F)c2)[C@H](CO)N1C(=O)Cc1cccnc1 | 6 | 2

Of the compounds above, these contain an aryl methoxy group.
Structure | ERp5 inh | SIRT5 inh
COc1cc(/C=N/Nc2ccc(C(=O)O)cc2)ccc1O | 1 | 5
COC(=O)C1=C(C)N(Cc2ccc(F)cc2)C(=S)NC1c1cccc(OC)c1 (stereo not drawn) | -2 | -1
CCCCNC(=O)C(NC(=O)Cc1cc(OC)cc(OC)c1)C(=O)c1ccccc1 (stereo not drawn) | -4 | -2
COc1cccc(NC(=O)N2CC(=O)N3[C@H](CO)[C@H](c4ccc(C#CC5CCCC5)cc4)[C@H]3C2)c1 | 0 | -1
CCS(=O)(=O)N1CC2(CN(Cc3ccccc3F)[C@@H](CO)c3c2c2ccc(OC)cc2n3C)C1 | -2 | 6
COc1cc2[nH]c(C(=O)Nc3ccc(F)cc3)cc2c(OC)c1OC | 3 | 1
COc1ccc2c3c([nH]c2c1)[C@H](CO)N(C(=O)CN1CCOCC1)CC31CCN(Cc2ccccc2)CC1 | 0 | 0
COc1ccc2c3c([nH]c2c1)[C@@H](CO)N(C(=O)NC(C)C)CC31CCN(C(=O)C2CCCC2)CC1 | 2 | 1
CCCC(=O)N1CCC2(CC1)CN(C(=O)c1ccc(F)cc1)[C@H](CO)c1[nH]c3cc(OC)ccc3c12 | 2 | 1
COc1ccc(CCN2C(=O)c3ccccc3C2c2nnnn2-c2c(C)cccc2C)cc1OC (stereo not drawn) | -1 | -6
COc1ccc(C#Cc2ccc([C@H]3[C@@H](CO)N4C(=O)CN(C(=O)c5ccncc5)C[C@@H]34)cc2)cc1 | 17 | -1
COc1ccc2c3c(n(C)c2c1)[C@@H](CO)N(C(=O)C1CCOCC1)CC31CCN(C(=O)C2CCOCC2)CC1 | -9 | 3
COc1ccc(NC(=O)N2CCC(Cc3ccccc3)CC2)cc1 | 0 | -1
